# BRCA1 expr up = increases BRCA1 expression | MCF7-BRCA1-FFLuc reporter, luminescence, 48 h; response scale: scaled: vehicle 0%, 10 µM genistein 100% | 1.1% of 380,000 active | Potency, µM (titrated, usually from 46.1 µM), for the others: at the top dose activation, usual class: activators; further: potency means the concentration at half of the fitted maximal effect; nearly all actives have a fitted effect of over 80% in size; some results filed as inactive show a strong effect at the top dose
#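 MCF7-BRCA1-FFLuc, 2000 cells/well; 2 h attach, 37 °C/5% CO2; compound 48 h; luciferase substrate 15 min; luminescence end-point. Norm. to genistein 10 microM max activation and DMSO; concentration-response curves fitted.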
# B2AR arrestin = recruits beta-arrestin to the human beta2-adrenergic receptor; Potency, µM (series often up to 46.1 µM), for the others: at the top dose activation, most hits filed as activators; 0.02% of 330,000 active; AID 492947; beta-arrestin recruitment to beta2AR, cell-based reporter;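 further: potency means the concentration at half of the fitted maximal effect; 0% = DMSO controls and full agonism = EC100 isoproterenol or metaproterenol; nearly all actives have a fitted effect of over 65% in size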
# Target sequence (P07550 whole entry, looked up): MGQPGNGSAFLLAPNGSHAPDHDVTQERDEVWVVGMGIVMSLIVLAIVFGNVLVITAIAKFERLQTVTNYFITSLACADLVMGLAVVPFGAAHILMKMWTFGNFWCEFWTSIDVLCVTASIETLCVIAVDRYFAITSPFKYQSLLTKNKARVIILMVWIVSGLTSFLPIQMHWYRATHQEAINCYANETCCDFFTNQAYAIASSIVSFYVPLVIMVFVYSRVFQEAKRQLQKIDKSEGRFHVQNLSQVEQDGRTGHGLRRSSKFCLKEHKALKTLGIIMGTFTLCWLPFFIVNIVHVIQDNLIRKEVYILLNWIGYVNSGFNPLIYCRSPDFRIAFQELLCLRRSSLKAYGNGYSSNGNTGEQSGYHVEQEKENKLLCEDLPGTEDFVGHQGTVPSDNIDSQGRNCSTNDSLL
# ELG1 genotoxic = inducers of genotoxicity in HEK293T ELG1-luciferase cells | HEK293T ELG1-luciferase reporter, luminescence, 16 h | 1.3% of 330,000 active | Potency, µM (series often up to 46 µM), inactives show top-dose activity change, positive = activation, usual class: activators; further: potency means the concentration at half of the fitted maximal effect; % of control where 0% means no effect; nearly all actives have a fitted effect of over 60% in size
#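 HEK293T cells expressing luciferase-tagged ELG1 were exposed to compound or DMSO vehicle for 16 hr at 37 °C and 5% CO2. Luciferase activity was then measured with ONE-Glo after 30 min at room temperature.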
# S-ASM inh = blocks human secretory acid sphingomyelinase; P17405; placental ASM, HMU-PC fluorogenic substrate, 60 min; Potency, µM (highest dose often 57.5 µM), without a hit: top-dose activity change, negative = inhibition, usual class: inhibitors; 0.006% of 340,000 active; AID 504937; further: potency means the concentration at half of the fitted maximal effect
#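 Human placenta-derived ASM preincubated with compound 10 min at room temperature, then reacted with 9 uM (final) fluorogenic HMU-PC substrate for 60 min at 37 C. Stop solution raises pH to 10; fluorescence read at Ex 386/Em 447 nm.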
# a7 integrin act = integrin-mediated muscular dystrophy alleviation activation; alpha7betagal myoblasts, beta-gal FDG fluorescence, 48 h; Potency, µM (doses to about 38.3 µM), without a hit: top-dose activation, most hits filed as activators; 0.064% of 350,000 active;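 further: potency means the concentration at half of the fitted maximal effect; 100% = response of the positive control SU9516; nearly all actives have a fitted effect of over 60% in size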
#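 alpha7betagal+/- myoblasts (passage 13, 250/well) treated 48 h at 37C with compounds at 1:260 dilution of DMSO stock. Lysed, then beta-galactosidase activity read as FDG fluorescence (ex 480/em 540) after 30 min, with pre-read for autofluorescence.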
# p53 reactivator = re-activators of mutant p53. H1299 p53-A138V BP100-luciferase reporter, luminescence, 24 h. Potency, µM (titrated, usually from 92.2 µM), for the others: at the highest dose activity change, positive = activation, most hits filed as activators. 0.063% of 320,000 active. AID 504706; further: potency means the concentration at half of the fitted maximal effect; % of control where 0% means no effect; nearly all actives have a fitted effect of over 45% in size
#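 H1299 (p53-null), stable ts p53-A138V + BP100-Luc; 1000 cells/well, Opti-MEM/10% FBS; cpd 4 pt, 1:5; 24 h, 37 deg C, 5% CO2; detection reagent 10 min RT; luminescence.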
# uPA generation = cell surface uPA generation inhibition; cell surface uPA generation assay, qHTS; Potency, µM (doses to about 38.3 µM), inactives show top-dose activity change, negative = inhibition, hits mostly inhibitors; 0.31% of 330,000 active; AID 540303; active means well fitted inhibition curve with a large enough effect; inconclusive means small, poorly fitted or top-dose-only effect; inactive means no such curve, though single readings can be large or run the other way; tested in mouse RAW 264.7 cells; further: potency means the concentration at half of the fitted maximal effect; on the % scale 0 is the no-effect control and ±100 the full control effect; nearly all actives have a fitted effect of over 55% in size
# TRPV1 agonist = agonists of human vanilloid receptor 1 (TRPV1) | 0.19% of 320,000 active | activation, % at 8.33 µM | TRPV1-expressing cells, Fluo-8 calcium influx, agonist mode | AID 540275; in the data active means activation above about 80%; inconclusive means between about 30% and that limit; further: 0% is about no effect
#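 TRPV1-expressing cells were cultured overnight at 35.5C and loaded with Fluo-8 calcium dye for 40 to 90 min at room temperature. After a 10 s baseline, compound was added and calcium influx was read kinetically for 3 min (ex 480/em 520 nm).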
# USP2a inh = USP2a (human) protease inhibition | USP2 core, Ub-CHOP2 coupled fluorogenic reporter, 485/531 | Potency, µM (series often up to 38.3 µM), without a hit: at the highest dose activity change, negative = inhibition, usual class: inhibitors | 0.01% of 330,000 active | AID 463254;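 further: potency means the concentration at half of the fitted maximal effect; plate controls were DMSO wells for no effect and full inhibition by NEM control for full effect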
# Target sequence (O75604 whole entry, looked up): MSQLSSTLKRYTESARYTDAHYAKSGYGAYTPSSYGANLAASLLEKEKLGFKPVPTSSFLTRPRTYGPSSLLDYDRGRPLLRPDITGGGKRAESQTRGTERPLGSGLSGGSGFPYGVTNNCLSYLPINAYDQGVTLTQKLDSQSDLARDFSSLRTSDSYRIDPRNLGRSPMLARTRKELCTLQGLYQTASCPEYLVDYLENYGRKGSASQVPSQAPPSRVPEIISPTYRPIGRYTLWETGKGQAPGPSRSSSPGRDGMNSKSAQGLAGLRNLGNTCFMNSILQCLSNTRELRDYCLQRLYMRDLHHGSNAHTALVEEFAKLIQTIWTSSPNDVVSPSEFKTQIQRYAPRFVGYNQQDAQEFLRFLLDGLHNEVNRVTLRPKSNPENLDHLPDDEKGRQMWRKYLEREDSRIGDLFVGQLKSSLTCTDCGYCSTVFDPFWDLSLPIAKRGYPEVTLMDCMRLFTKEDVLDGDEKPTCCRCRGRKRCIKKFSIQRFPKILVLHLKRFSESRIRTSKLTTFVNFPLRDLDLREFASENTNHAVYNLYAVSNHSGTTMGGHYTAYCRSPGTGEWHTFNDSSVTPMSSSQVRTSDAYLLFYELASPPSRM
#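 Deubiquitinase activity read as fluorescence (485/531 nm) after Ub-CHOP2 cleavage activates the enterokinase reporter on its substrate; USP2 core 10nM, Ub-CHOP2 and substrate 25nM each, 30min compound preincubation then 60min RT; data normalized to NEM, curves fitted.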
# PTAP TSG101 blk = blocks PTAP/TSG101 interaction to inhibit HIV-1 budding; Q99816; Fluorescence polarization, FITC-PTAP peptide / Tsg101 binding; Potency, µM (titrated, usually from 115 µM), for inactives: at the top dose activity change, negative = inhibition, most hits filed as inhibitors; 340,000 tested, under 10 active; AID 493005; active means well fitted inhibition curve with a large enough effect in the main read-out, with a control signal flat, not every such curve was filed as active; inconclusive means small, poorly fitted or top-dose-only effect, or effect the other way, or a change in a side signal; inactive means no such curve, though single readings can be large or run the other way; further: potency means the concentration at half of the fitted maximal effect; % of control where 0% means no effect
#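 Steps: Tsg101 binding domain dispensed (10 uM final), compounds pinned in DMSO, FITC-labeled PTAP-motif peptide added (50 nM final); after 20 min binding at room temperature, polarization measured.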
# Eya2 inh = inhibitors of human Eya2 phosphatase activity; O00167; recombinant Eya2, OMFP fluorescence dephosphorylation (OMFP is methylfluorescein phosphate); Potency, µM (series often up to 76.9 µM), inactives show at the highest dose activity, negative = inhibition, hits mostly inhibitors; 0.006% of 330,000 active; AID 488837; further: potency means the concentration at half of the fitted maximal effect; on the % scale 0 is the no-effect control and ±100 the full control effect
#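 Eya2 (0.2 uM) preincubated 10 min at ambient with compound, then OMFP substrate added at 50 uM; 10 min reaction in 50 mM HEPES pH 7.5, 50 mM NaCl, 5 uM MgCl2, 0.05% BSA, 1 mM DTT. Fluorescence read at Ex 485/Em 525 nm.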
# Numbers without * were called inactive; ? = inconclusive; . = not tested or not shown; [ ] = remark or other dose. Unless noted, the call rests on the fitted dose curve; in most records, active means well fitted curve in the direction sought with a large enough effect; inconclusive means small, poorly fitted or top-dose-only effect, or another doubt; inactive means no such curve, though single readings can be large; an effect the other way counts as inactive or inconclusive. No enrichment for hits. Share with any hit: about 2.6%.
SMILES,BRCA1 expr up,B2AR arrestin,ELG1 genotoxic,S-ASM inh,a7 integrin act,p53 reactivator,uPA generation,TRPV1 agonist,USP2a inh,PTAP TSG101 blk,Eya2 inh
O=C1CCC/C=C/C[C@@H](CC(=O)N(CCO)Cc2ccccc2)C(=O)NC[C@H](c2ccccc2)O1,-5.2%,0.1%,3.1%,1.4%,35.8%,0.6%,10.9%,.,0.1%,-5.7%,8.2%
CN1CCN(C(=S)NC(=O)/C=C/c2ccccc2)CC1,0.3%,-0.2%,0.3%,4.3%,-13.3%,7.3%,.,2.5,0.5%,-5.9%,0.2%
COc1cc(C)c(S(=O)(=O)N2CCN(C)CC2)cc1C,-21.6%,0.1%,2.0%,0.0%,-6.9%,-4.2%,-2.4%,-0.5,3.0%,-0.2%,16.6%
COc1cccc(N2CCN(Cc3ccco3)CC2)c1,3.2%,0.0%,6.3%,0.7%,5.5%,13.4%,2.7%,-6.5,0.6%,1.7%,15.3%
COc1ccc(C(O)P(=O)(OCC(C)C)c2ccc(N(C)C)cc2)c(OC)c1 (stereo unspecified),-7.5%,-0.1%,-3.4%,-1.0%,0.0%,-0.4%,12.7%,0.3,-1.1%,-5.3%,9.3%
CCN(C[C@H]1N[C@@](Cc2ccccc2)(C(=O)OC)[C@H]2C(=O)N(Cc3ccccc3)C(=O)[C@@H]12)C(=O)c1ccccc1,-21.2%,1.0%,-0.3%,-1.1%,-4.2%,1.0%,-0.1%,.,3.4%,-1.1%,-12.1%
CC(C)[C@H](NC(=O)c1ccccc1Cl)C(=O)Nc1nc(-c2ccccn2)cs1,-86.0%,?,12.6%,3.0%,-37.0%,5.9%,-0.8%,1.9,-11.5%,-2.0%,-11.6%
O=C(Nc1nc2c(s1)COc1ccccc1-2)c1cccs1,-32.3%,-1.0%,0.2%,1.4%,-4.9%,?,-19.9%,?,3.7%,0.7%,-6.1%
COC(=O)C1CCN(C(=O)COC(=O)c2oc3ccccc3c2C)CC1,-10.3%,0.1%,0.7%,3.0%,14.9%,1.1%,-1.0%,28.1,-2.5%,-5.4%,-8.0%
Cc1cccc(N2CCN(C(=O)c3ccc4c(c3)NC(=O)C(CSCc3ccc(F)cc3)N4)CC2C)c1 (stereo unspecified),.,0.4%,1.2%,.,.,11.6%,.,-2.4,-18.4%,.,19.0%
O=C(CNc1ccccc1)N/N=C/c1cc([N+](=O)[O-])ccc1N1CCCC1,-22.1%,-4.3%,-0.8%,?,-13.1%,-24.8%,4.2%,-1.0,2.0%,1.7%,9.4%
CC(=O)Nc1ccc(C(=O)N/C(=C/c2ccccc2)C(=O)N2CCCCC2)cc1,-1.5%,0.3%,1.6%,8.8%,?,4.1%,-0.4%,0.8,1.2%,-0.9%,-1.9%
O=C(COC(=O)CC(c1ccccc1)c1ccccc1)NCc1ccc(Cl)cc1,-15.9%,-0.1%,1.2%,-8.9%,-5.7%,-9.4%,-2.4%,?,-9.7%,-0.6%,-1.9%
Cc1ccc(N(CC(=O)NCc2ccccc2)C(=O)c2csnn2)cc1,40.3%,-0.5%,?,-12.3%,3.7%,5.0%,-0.5%,-1.4,1.4%,-3.8%,5.4%
O=S(=O)(Nc1ccccn1)c1ccc(Cl)cc1,0.5%,-1.2%,1.0%,6.7%,3.9%,-1.2%,-2.3%,0.2,-2.2%,-2.2%,10.7%
C=CCN1C(=O)OC2(CCCCC2)C1(C)O (stereo unspecified),-2.6%,-0.4%,-0.2%,8.0%,15.8%,-7.7%,-0.8%,6.5,1.0%,0.3%,6.0%
CC(C)Sc1nc(C(F)(F)F)cc(=O)n1-c1ccccc1,13.7%,0.6%,0.3%,3.3%,-20.2%,-5.1%,0.0%,0.1,0.2%,-4.2%,-4.9%
O=C(NCCc1c[nH]c2ccccc12)C1CCC(=O)N(CCc2cccc(F)c2)C1 (stereo unspecified),-11.4%,-0.3%,-3.4%,-0.6%,-14.1%,6.4%,-4.0%,1.7,-0.6%,4.1%,0.5%
N#Cc1ccc(NC(=O)C2=COCCO2)cc1,?,0.2%,18.0%,0.2%,-16.2%,?,-15.9%,18.2,-1.2%,-4.9%,7.3%
CCn1c2ccccc2c2cc(NC(=O)CNCc3ccccc3OC)ccc21,-76.8%,-0.6%,-7.0%,-11.2%,-7.7%,-0.6%,-14.4%,0.4,4.5%,-6.6%,-5.0%
C=CCC(=O)N1CCC(n2nccc2NC(=O)CCOc2ccccc2)CC1,13.5%,0.6%,8.6%,7.3%,?,4.8%,-0.6%,-3.2,-2.9%,-6.1%,6.7%
O=C(O)c1ccccc1Nc1ccc(OC(F)F)cc1,?,0.1%,7.6%,-0.7%,10.1%,8.0%,-7.7%,-2.2,0.7%,-3.3%,-12.2%
C=CCNC(=O)c1cccn1-c1ccsc1C(=O)OC,-9.6%,-0.5%,0.3%,1.0%,-4.3%,3.0%,10.8%,-5.9,0.2%,-3.4%,2.2%
O=C(Cn1c(O)c(/C=C2\C=Nc3ccccc32)sc1=O)N1CCOCC1,-6.9%,-0.9%,0.0%,5.0%,-32.6%,-3.3%,-25.4%,-1.5,7.6%,1.1%,-22.6%
C/C(=N\Nc1nc(N2CCOCC2)nc(N2CCOCC2)n1)c1cccs1,-31.9%,-0.3%,-2.1%,0.4%,-12.8%,-3.4%,0.1%,-0.4,0.0%,-4.8%,-8.3%
CN1CCN(CCC(=O)N2c3ccccc3Sc3ccc(Cl)cc32)CC1,-6.3%[1.84 µM],0.0%,1.4%,4.5%,-12.1%,-24.1%,-0.8%,2.7,0.1%,-5.3%,6.2%
COc1ccccc1NS(=O)(=O)c1cc(C)ccc1C,-3.1%,-0.2%,-2.2%,-0.8%,1.4%,0.6%,3.3%,-0.4,2.7%,-2.9%,9.3%
COc1cc(CC(=O)OCC(=O)N2CCCCC2)cc(OC)c1OC,-5.4%,-1.1%,0.0%,1.0%,-7.6%,-1.6%,3.9%,-0.8,-0.3%,-0.5%,1.1%
CCc1ccccc1-n1ncc(C(=O)Nc2ccccc2OC)c1C,-1.0%,0.6%,-5.5%,0.2%,16.1%,.,7.3%,?,-0.6%,-12.1%,-0.5%
COc1cc(CNCCN2CCOCC2)ccc1OCC(=O)NC(C)(C)C,-7.6%,2.7%,-1.6%,2.5%,7.0%,-1.1%,4.6%,2.9,0.1%,-5.4%,4.5%
COC(=O)CSc1cc(C)nc2ccc(OC)cc12,14.1%,0.1%,-3.6%,-3.0%,-21.2%,?,2.7%,-1.6,-1.9%,-5.1%,-2.7%
COc1ccccc1/C=C(/CC(=O)NCc1ccccc1)c1nc2ccccc2s1,-60.8%,0.1%,-2.7%,5.3%,-18.4%,15.0%,3.8%,?,1.2%,-2.4%,-7.5%
Cc1occc1-c1nnc(SCc2nc3ccccc3c(=O)n2CC#N)n1C,0.1%,0.1%,2.8%,-1.4%,8.0%[7.66 µM],3.9%,-0.6%,-1.6,2.5%,-3.9%,7.8%
CCCCOc1ccc(C(=O)N2CCNC(=O)C2)cc1,-0.3%,0.1%,-0.4%,0.1%,9.6%,-3.2%,-1.9%,3.5,0.1%,-1.8%,2.6%
O=C(CN1C(=O)S/C(=C/c2cccn2-c2ccc(O)cc2)C1=O)N1CCCC1,-5.4%,0.1%,-8.9%,-3.7%,-5.4%,3.4%,3.1%,-2.7,-1.8%,-0.8%,1.2%
CCCC(C)NC(=O)Cc1ccc(Br)cc1 (stereo unspecified),0.1%,-0.4%,2.0%,1.1%,2.6%,2.9%,-2.6%,12.8,-0.6%,0.8%,2.6%
CC1(C)Nc2ccc(O)cc2-c2c1ssc2=S,-20.0%,0.2%,-10.4%,-9.6%,-45.8%[inhibitor],9.5%,8.5%,-1.7,2.2%,-4.0%,5.6%

# Rewritten with bars between the fields: part of the list above
molecule | BRCA1 expr up | B2AR arrestin | ELG1 genotoxic | S-ASM inh | a7 integrin act | p53 reactivator | uPA generation | TRPV1 agonist | USP2a inh | PTAP TSG101 blk | Eya2 inh
COC(=O)CSc1cc(C)nc2ccc(OC)cc12 | 14.1% | 0.1% | -3.6% | -3.0% | -21.2% | ? | 2.7% | -1.6 | -1.9% | -5.1% | -2.7%
COc1ccccc1/C=C(/CC(=O)NCc1ccccc1)c1nc2ccccc2s1 | -60.8% | 0.1% | -2.7% | 5.3% | -18.4% | 15.0% | 3.8% | ? | 1.2% | -2.4% | -7.5%

# Screens (PubChem BioAssay)
